Compound activity deposited in PubChem by National Center for Advancing Translational Sciences (NCATS).
Tb PYK inh = T. brucei pyruvate kinase inhibition; Q57TT1; TbPYK enzyme, Kinase-Glo Plus ATP luminescence, 45 min; Potency, µM (titrated, usually from 76.8 µM), for inactives: at the highest dose activity, negative = inhibition, usual class: inhibitors; 410,000 compounds, 0.12% hits; AID 624173; further: potency means the concentration at half of the fitted maximal effect; on the % scale 0 is the no-effect control and ±100 the full control effect; nearly all actives have a fitted effect of over 50% in size
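Glycolytic pyruvate kinase of T. brucei was incubated with substrate, test compound and 130 uM ADP for 45 minutes at room temperature. Luminescent Kinase-Glo Plus signal was measured after 10 minutes.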
Pf growth 48h = inhibits P. falciparum growth in the first generation, 48 h; P. falciparum luciferase growth in erythrocytes, 48 h; Potency, µM (highest dose often 28.7 µM), without a hit: top-dose activity change, negative = inhibition, hits mostly inhibitors; 310,000 compounds, 5.9% hits; AID 504832; further: potency means the concentration at half of the fitted maximal effect; on the % scale 0 is the no-effect control and ±100 the full control effect
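Compounds are pin-transferred into medium, infected erythrocytes (2% hematocrit, 0.1% parasitemia final) are added, and plates sit one parasite generation at 37 C in 5% CO2. Detection reagent is then added and luminescence measured.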
Shiga inhibitor = blocks Shiga toxin action in Vero cells. Vero cells, Shiga toxin protein synthesis inhibition reporter. inhibition, % at 38.7 µM. 290,000 compounds, 9.2% hits; in the data active means inhibition mostly above about 28%, no sharp cut-off; inactive means mostly below about 43%; further: 0% is about no effect
AmpC no deterg = AmpC beta-lactamase inhibition without detergent | Potency, µM (doses to about 57.1 µM), without a hit: top-dose activity change, negative = inhibition, usual class: inhibitors | 330,000 compounds, 0.52% hits | P00811 | AmpC nitrocefin hydrolysis, absorbance 480 nm, 0.0001% Triton;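 further: potency means the concentration at half of the fitted maximal effect; plate controls were no compound for no effect and no enzyme for full effect; nearly all actives have a fitted effect of over 20% in size; some results filed as inactive show a strong effect at the top dose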
Target sequence (P00811 whole entry, looked up): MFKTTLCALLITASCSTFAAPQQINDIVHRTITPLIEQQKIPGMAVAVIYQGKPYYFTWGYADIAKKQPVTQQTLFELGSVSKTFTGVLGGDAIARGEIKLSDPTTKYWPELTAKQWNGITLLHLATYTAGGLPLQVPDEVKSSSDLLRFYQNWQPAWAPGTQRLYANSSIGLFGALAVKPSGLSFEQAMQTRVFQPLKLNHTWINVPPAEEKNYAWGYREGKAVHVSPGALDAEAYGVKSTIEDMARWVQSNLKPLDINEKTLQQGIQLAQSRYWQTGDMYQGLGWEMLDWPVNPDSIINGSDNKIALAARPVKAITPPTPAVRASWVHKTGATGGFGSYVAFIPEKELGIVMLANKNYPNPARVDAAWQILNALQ
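AmpC (5.3 nM in the dispensed reagent) in 20 mM phosphate pH 7.0 with 0.01% (detergent screen) or 0.0001% Triton X-100 was preincubated with compounds for 15 min at room temperature. Nitrocefin was then added from an 800 uM solution, and hydrolysis was followed at 480 nm.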
LmPK inh = LmPK (Leishmania mexicana) enzyme inhibition. purified LmPK, Kinase-Glo ATP luminescence, 1 h. Potency, µM (highest dose often 57.5 µM), for the others: at the highest dose activity change, negative = inhibition, usual class: inhibitors. 290,000 compounds, 0.37% hits; further: potency means the concentration at half of the fitted maximal effect; on the % scale 0 is the no-effect control and ±100 the full control effect
Target sequence (Q27686 whole entry, looked up): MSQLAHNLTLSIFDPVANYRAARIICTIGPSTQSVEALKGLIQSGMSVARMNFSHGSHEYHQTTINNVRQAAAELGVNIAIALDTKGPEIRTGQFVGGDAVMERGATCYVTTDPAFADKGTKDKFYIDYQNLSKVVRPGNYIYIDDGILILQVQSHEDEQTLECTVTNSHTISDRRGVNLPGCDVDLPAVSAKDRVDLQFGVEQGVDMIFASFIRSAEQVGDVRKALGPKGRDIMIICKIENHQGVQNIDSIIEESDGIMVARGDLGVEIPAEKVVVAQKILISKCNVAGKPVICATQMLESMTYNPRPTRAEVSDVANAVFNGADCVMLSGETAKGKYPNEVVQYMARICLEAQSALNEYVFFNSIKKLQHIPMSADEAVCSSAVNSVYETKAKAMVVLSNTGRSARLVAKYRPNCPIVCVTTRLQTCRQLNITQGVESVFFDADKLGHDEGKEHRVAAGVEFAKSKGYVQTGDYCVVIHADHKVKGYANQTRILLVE
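Screened at intermediate enzyme activity to detect both inhibitors and activators: LmPK at 0.1 nM, with a 0.5 nM enzyme column as activation reference. PEP 0.5 mM, ADP 0.1 mM; ATP detected by luminescence after 1 h.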
Pf growth 96h = P. falciparum growth inhibition at 96 hour, primary screen for plastid delayed-death inhibitors; P. falciparum luciferase reporter growth, 96 h; Potency, µM (doses to about 28.7 µM), for the others: at the top dose activity change, negative = inhibition, hits mostly inhibitors; 320,000 compounds, 6.9% hits; further: potency means the concentration at half of the fitted maximal effect; on the % scale 0 is the no-effect control and ±100 the full control effect
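Cell-based qHTS: luciferase-tagged P. falciparum in erythrocytes (2% hematocrit, 0.05% parasitemia final) incubated with compounds for 96 hours, 37 C, 5% CO2; luciferase detection reagent then added and luminescence measured.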
Cycloheximide cs = affects cycloheximide protein synthesis inhibition readout, counter-screen; 300,000 compounds, 12% hits; cell reporter, cycloheximide protein synthesis inhibition counterscreen; max response, %; in the data active means max response mostly above about 13%, no sharp cut-off; inactive means mostly below about 14%; further: read at 38.3 µM for the half of the compounds with a filed dose; 0% is about no effect
* marks the source's active call; other numbers are inactive results; ? = inconclusive; . = no result given; [ ] = remark or other dose. Unless noted, the call rests on the fitted dose curve; in most records, active means well fitted curve in the direction sought with a large enough effect; inconclusive means small, poorly fitted or top-dose-only effect, or another doubt; inactive means no such curve, though single readings can be large; an effect the other way counts as inactive or inconclusive.

SMILES | Tb PYK inh | Pf growth 48h | Shiga inhibitor | AmpC no deterg | LmPK inh | Pf growth 96h | Cycloheximide cs
CCC1S/C(=C(\C#N)C(=O)NCc2ccco2)N(c2ccc(Br)cc2)C1=O (stereo not drawn) | -5.4% | -2.5% | -22.8 | -57.6% | 2.6% | . | 1.9
N#C/C(C(=O)Nc1ccc(Cl)cc1)=C(/S)Nc1ccccc1 | ? | -12.5% | 13.5 | ? | -25.4% | ? | 25.4
CCOc1cc(/C=N/N2CCOCC2)ccc1OCc1ccc(C(=O)OC)o1 | 8.8% | -18.7% | -3.8 | -0.6% | -12.6% | -16.3% | -6.5
O=C(CCc1ccc(S(=O)(=O)NCc2ccccc2)cc1)NCc1ccc2c(c1)OCO2 | 1.6% | -4.2% | -17.0 | -22.8% | -4.3% | . | 1.7
CCOC(=O)c1sc(=S)n(CC)c1NC(=O)c1ccccc1 | -3.1% | 10.1% | -8.8 | -32.1% | -2.1% | 11.9% | -2.9
CC(C)c1ccc(CN2CCC(C(=O)NCc3cccnc3)CC2)cc1 | 7.5% | . | 6.3 | 3.5% | -4.3% | 34.1%[activator] | 1.2
O=C(O)C1CCN(S(=O)(=O)c2ccc(N3CCC(O)CC3)c([N+](=O)[O-])c2)CC1 | -6.9% | ? | -18.3 | 39.6% | -7.1% | 9.28µM* | -5.5
COc1cccc(NC(=O)COC(=O)CCCc2c[nH]c3ccccc23)c1 | -6.4% | 1.2% | 10.1 | -41.2% | 3.9% | 82.1%[activator] | 6.5
CC(C)CCNC(=O)CCn1nc(-c2ccc(Cl)cc2)ccc1=O | -1.1% | 0.2%[0.00184 µM] | -12.2 | 48.9% | 0.0% | ? | -4.3
O=C(NCCCC1CCCC1)C1CCC(=O)N(Cc2cccc(F)c2)C1 (stereo not drawn) | 12.1% | ? | -10.7 | 187.4%[activator] | -4.8% | 20.6% | 4.2
COc1cc(CNc2ccc3[nH]c(=O)[nH]c3c2)ccc1OCC(=O)NC(C)(C)C | -20.2% | 4.6% | 15.5 | -38.4% | -5.6% | . | -0.6
O=C(c1ccc(Br)o1)N1CCCc2ccccc21 | -4.8% | 9.4% | 4.1 | -5.2% | -11.3% | -5.7% | -2.2
O=C1COc2ccc(C(=O)COC(=O)c3cc(S(=O)(=O)N4CCOCC4)ccc3F)cc2N1 | -10.1% | ? | -15.4 | 13.5% | 8.2% | 14.2% | -5.3
CCOC(=O)N1CCC(NC(=O)c2sc(-n3cccc3)nc2C)CC1 | 5.1% | -4.7% | -31.6 | 6.4% | 1.0% | -2.7% | -6.6
Cc1ccc(NC(=O)CN(C)Cc2nc3c(Br)cc(Br)cc3c(=O)[nH]2)cc1 | 0.6% | -1.4% | 16.7 | -45.9% | -1.1% | 0.0% | 1.6
CCNC(=S)Nc1scc(-c2ccccc2)c1C(=O)OCC | -7.4% | -0.7% | 5.7 | -29.7% | -0.5% | 19.7% | -3.0
CC(C)Oc1ccc(C2(C#N)CC[N+](C)(C)CC2)cc1 | -11.3% | -7.2% | -5.9 | -19.6% | -5.3% | ? | -1.2
COc1ccc(C2(C)NC(=O)N(CC(=O)c3ccc4c(c3)OCO4)C2=O)cc1 (stereo not drawn) | -5.7% | 19.8% | 20.5 | -2.5% | -4.2% | 67.1%[activator] | 1.5
Cc1ccc(NC(=O)CC(=O)Nc2ccc(C)cc2C)c(C)c1 | -5.9% | 8.0% | 2.8 | -14.7% | -1.7% | 0.5% | 7.4
Cc1nnc(SCC(=O)Nc2sccc2C(N)=O)n1Cc1ccccc1 | 4.5% | 13.2% | 26.4 | -18.2% | -0.2% | 10.8% | 7.4

5 entries from above, as comma-separated lines:
SMILES,Tb PYK inh,Pf growth 48h,Shiga inhibitor,AmpC no deterg,LmPK inh,Pf growth 96h,Cycloheximide cs
COc1cc(CNc2ccc3[nH]c(=O)[nH]c3c2)ccc1OCC(=O)NC(C)(C)C,-20.2%,4.6%,15.5,-38.4%,-5.6%,.,-0.6
O=C(c1ccc(Br)o1)N1CCCc2ccccc21,-4.8%,9.4%,4.1,-5.2%,-11.3%,-5.7%,-2.2
O=C1COc2ccc(C(=O)COC(=O)c3cc(S(=O)(=O)N4CCOCC4)ccc3F)cc2N1,-10.1%,?,-15.4,13.5%,8.2%,14.2%,-5.3
CCOC(=O)N1CCC(NC(=O)c2sc(-n3cccc3)nc2C)CC1,5.1%,-4.7%,-31.6,6.4%,1.0%,-2.7%,-6.6
Cc1ccc(NC(=O)CN(C)Cc2nc3c(Br)cc(Br)cc3c(=O)[nH]2)cc1,0.6%,-1.4%,16.7,-45.9%,-1.1%,0.0%,1.6

Other results.
SMILES | Tb PYK inh | Pf growth 48h | Shiga inhibitor | AmpC no deterg | LmPK inh | Pf growth 96h | Cycloheximide cs
COc1ccccc1NC(=O)C(CC(C)C)NC(=O)C1CCCCC1 (stereo not drawn) | 8.0% | . | -10.9 | -0.2% | 2.6% | 8.28µM* | 2.8
CC(=O)Nc1ccc(S(=O)(=O)Nc2cc(C)c(-n3nc4ccccc4n3)cc2O)cc1 | 3.3% | -5.5% | -2.5 | -37.0% | -7.8% | . | -1.6
NS(=O)(=O)c1ccc(CNC(=O)c2ccc(Cl)c(S(=O)(=O)NCc3ccccc3)c2)cc1 | -1.8% | ? | . | -31.4% | . | ? | .
O=c1c2c([N+](=O)[O-])cc([N+](=O)[O-])cc2sn1Cc1ccccc1 | 1.58µM* | 34.9% | -3.0 | -54.9% | -6.0% | 4.0% | -5.3
CC(C)CCNC(=O)C1CCC(=O)N1C(C)C (stereo not drawn) | -2.0% | 15.1% | -15.4 | -6.9% | -1.2% | 2.1% | -1.3
COc1cc(NC(=O)C2CCN(S(=O)(=O)c3cccc4nonc34)CC2)cc(OC)c1 | -4.0% | ? | -4.5 | -25.1% | -0.4% | 41.0%[activator] | -5.1
Cc1cccc(C)c1NC(=O)CCCSc1nnnn1C | 2.4% | -6.6% | -4.5 | -3.2% | 3.1% | ? | -3.0
Cc1cc(C)n2c(SCC(=O)NC3CCCCC3C)nnc2n1 (stereo not drawn) | 1.5% | 14.2% | -7.3 | 32.6% | -1.0% | 1.2% | -0.9
O=Cc1cn(CC(O)Cn2cc(C=O)c3ccccc32)c2ccccc12 | 1.5% | -4.4% | -17.7 | -22.9% | 2.1% | ? | 1.9
COCCn1c(Sc2nc(C)cs2)nc2c1c(=O)[nH]c(=O)n2C | 4.8% | -21.9% | 19.1 | 0.159µM* | -2.9% | 13.1µM* | -4.6
Cc1cc(C(=O)COC(=O)c2ccc(O)cc2)c(C)n1CC(F)(F)F | 9.5% | 215.0%[activator] | . | -26.4% | . | 402.7%[activator] | .
Cc1[nH]c2ccccc2c1Cc1n[nH]c(=S)n1C | ? | 14.8% | -2.4 | -27.2% | -1.5% | 5.22µM* | -1.2
CCC(=NCc1ccco1)c1c(C(F)(F)F)[nH]n(-c2nc3ccccc3s2)c1=O | -3.6% | . | 52.0* | -18.6% | -10.6% | 71.7%[activator] | 45.4*
Cc1cccc(C[C@H](C(=O)O)N2C(=O)c3ccc(C(=O)O)cc3C2=O)c1 | . | -4.7% | 1.9 | -14.5% | . | -7.7% | -2.2
CCOC(=O)CSc1nc(C(C)C)nc2ccccc12 | -3.2% | 0.1% | -1.7 | 6.3% | 2.3% | 13.1µM* | 5.0
CN(Cc1cccs1)C(=O)CN1CCN(S(=O)(=O)c2ccc3c(c2)OCCCO3)CC1 | -3.1% | -5.6% | . | 114.9%[activator] | . | 8.0% | .
O=C(CSc1nnnn1C1CCCC1)Nc1cccc(NC(=O)c2ccco2)c1 | -2.9% | -13.5% | 15.5 | -18.3% | -1.9% | ? | -2.3
CCCCCN1CSC(=S)N(Cc2ccccc2)C1 | -0.7% | -16.2% | 42.2 | -28.0% | -1.0% | 0.0% | -4.3
COc1ccc(CC(=O)Nc2ccc(S(=O)(=O)N3CCC(C)CC3)cc2)c(OC)c1 | -6.9% | ? | . | -36.0% | . | ? | .
COc1cc(OC)cc(C(=O)N2CCC(n3c(C)nc4cc(F)ccc43)CC2)c1 | -0.8% | . | -11.2 | 125.9%[activator] | 6.5% | 13.1µM* | -1.9

Next section; the last 2 above are carried over.
SMILES | Tb PYK inh | Pf growth 48h | Shiga inhibitor | AmpC no deterg | LmPK inh | Pf growth 96h | Cycloheximide cs
COc1ccc(CC(=O)Nc2ccc(S(=O)(=O)N3CCC(C)CC3)cc2)c(OC)c1 | -6.9% | ? | . | -36.0% | . | ? | .
COc1cc(OC)cc(C(=O)N2CCC(n3c(C)nc4cc(F)ccc43)CC2)c1 | -0.8% | . | -11.2 | 125.9%[activator] | 6.5% | 13.1µM* | -1.9
O=[N+]([O-])c1cccc(/C=N/N=C\c2ccccc2)c1 | 0.9% | -10.1% | 56.2* | -15.7% | 3.4% | 13.1µM* | 36.2*
O=C(NCc1ccccc1Cl)c1ccc(-c2ccccc2)cc1 | -8.6% | 18.5% | 46.9* | -33.0% | -0.5% | ? | 22.3*
CCOc1ccc(N(CC(=O)Nc2ccc(C)c(C)c2)S(=O)(=O)c2c(C)noc2C)cc1 | -0.6% | ? | 5.9 | -24.6% | 5.6% | ? | 7.4
CCCCCc1nnc(NC(=O)OCCC)s1 | 0.0% | 25.4% | 27.5 | -20.9% | 4.5% | . | 13.5*
Cc1occc1C(=O)N=Nc1c(O)[nH]c2ccc(Br)cc12 | . | 139.0%[activator] | 74.8* | -9.0% | -16.4% | 4.15µM* | 32.9*
O=C(CCCOc1ccc(Br)cc1)NNC(=O)c1ccncc1 | -3.6% | -22.0% | . | -22.1% | . | 6.7% | .
CCCCNc1c(N2CCN(C(=O)OCC)CC2)c(=O)c1=O | 1.4% | 1.2% | 12.2 | ? | -0.5% | ? | -3.2
Nc1nnc(Cc2ccccc2)s1 | -3.2% | . | -10.9 | -12.4% | 8.3% | -19.4% | -9.1
CC(CC(=O)NCc1ccc(F)cc1)c1ccccc1 (stereo not drawn) | -5.8% | 11.0% | -4.9 | -1.5% | -0.3% | 1.9% | 9.2
Cc1cc(C(=O)COc2ccccc2[N+](=O)[O-])c(C)n1-c1cccc(S(=O)(=O)N2CCOCC2)c1 | -5.9% | -7.7% | -4.4 | -7.8% | 0.0% | ? | 1.0
Cc1nn(CC(=O)N2N=C(C(F)F)CC2(O)C(F)F)c(C)c1[N+](=O)[O-] (stereo not drawn) | -17.9% | -3.0% | -1.3 | -24.0% | -1.1% | -7.8% | -3.0
NC(=O)c1cnn2c(-c3cccc(C(F)(F)F)c3)ccnc12 | 0.2% | 6.4% | -3.8 | -6.6% | -2.4% | -2.6% | -2.2

Entries above that contain a CF3 group (three):
SMILES | Tb PYK inh | Pf growth 48h | Shiga inhibitor | AmpC no deterg | LmPK inh | Pf growth 96h | Cycloheximide cs
Cc1cc(C(=O)COC(=O)c2ccc(O)cc2)c(C)n1CC(F)(F)F | 9.5% | 215.0%[activator] | . | -26.4% | . | 402.7%[activator] | .
CCC(=NCc1ccco1)c1c(C(F)(F)F)[nH]n(-c2nc3ccccc3s2)c1=O | -3.6% | . | 52.0* | -18.6% | -10.6% | 71.7%[activator] | 45.4*
NC(=O)c1cnn2c(-c3cccc(C(F)(F)F)c3)ccnc12 | 0.2% | 6.4% | -3.8 | -6.6% | -2.4% | -2.6% | -2.2
